Screening results deposited in PubChem by several laboratories.
GalR3 antag – antagonists of human GalR3; O60755; HEK293 GalR3-CNG cAMP membrane potential fluorescence; galR3 body fused to GalR1 C-terminus; inhibition, % at 3 µM; 0.44% of 360,000 active; AID 651719;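 active = inhibition above the screen-wide average plus 3 SD, cut at about 13% in these data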;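 also: forskolin and galanin both at EC90 stimulate the cells; cAMP rise reported by CNG channel membrane potential dye signal; 0% = forskolin plus galanin with DMSO and 100% = forskolin alone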
Target sequence (O60755 1-299 limits assumed): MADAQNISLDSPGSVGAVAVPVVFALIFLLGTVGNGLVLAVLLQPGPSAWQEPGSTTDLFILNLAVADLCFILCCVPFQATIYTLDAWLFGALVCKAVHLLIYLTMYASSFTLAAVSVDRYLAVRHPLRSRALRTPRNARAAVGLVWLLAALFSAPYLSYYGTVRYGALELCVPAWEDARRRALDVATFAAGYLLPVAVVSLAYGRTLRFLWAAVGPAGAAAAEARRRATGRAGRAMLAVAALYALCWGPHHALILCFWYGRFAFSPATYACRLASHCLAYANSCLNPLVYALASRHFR
CRFR2-BP antag – CRF-BP/CRF-R2 complex antagonism. HEK293 CRF-R2/CRF-BP, CRF-induced calcium fluorescence. inhibition, % at 11.8 µM. 0.59% of 350,000 active;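 active = inhibition of the ligand-induced calcium signal above about 50% at the single tested concentration, limit read from the data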
CRFBP-R2 agonist – agonists of human CRF-binding protein/CRF-R2 receptor complex. HEK293 CRF-R2/CRF-BP, calcium dye fluorescence (FLIPR); percent of saturating CRF peptide response. activation, % at 13.2 µM. 0.46% of 350,000 active. AID 588473;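 active = activation of at least 50%, plus an integration ratio under a set limit after plate pattern correction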;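 also: plate controls were neutral control wells without compound for no effect and CRF at EC100 for full effect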
* marks the source's active call; other numbers are inactive results. Some of the compounds tested; rates above refer to the full screens.

SMILES	GalR3 antag	CRFR2-BP antag	CRFBP-R2 agonist
C[C@]12CCCCC1=CC(=O)C1C2CC[C@@]2(C)C1C[C@@H](F)[C@@H]2O (stereo not given in full)	-3	-3	-1.7
CCCC1(CCO)C(=O)NC(=S)NC1=O	-5	-2	-0.9
CCN1/C(=C/C=C/C2=[N+](CC)c3ccccc3C2(C)C)C(C)(C)c2ccccc21	-21	-43	139*
CCC1CN1P(=O)(Oc1ccc(Cl)cc1)N1CC1CC (stereo not given)	-8	7	7.9
CC(C)(C)C1(CCO)C(=O)NC(=S)NC1=O	-4	-6	-2.7
COC1/C=C/C=C(\C)Cc2cc(O)c(Cl)c(c2)N(C)C(=O)CC(OC(=O)C(C)C)C2(C)OC2C(C)C2CC1(O)NC(=O)O2 (stereo not given)	3	8	-1.1
Cc1ncoc1C(=O)NCC1=C(c2ccc(S(C)(=O)=O)cc2)C[C@@H]2CC[C@H]1N2CCOc1ccccc1	-7	16	3.4
CCc1ccc(OCC(=O)N2CCN(CC(=O)Nc3ccccc3Cl)CC2)cc1	-8	-12	-1.5
CCOC(=O)[C@]12Cc3cc(OC)ccc3[C@H]1N(Cc1ccccc1)C(=O)c1cc(F)c(F)cc12	-9	17	0.0
COC(=O)c1ccc(NC(=O)NC(=O)Oc2ccccc2)cc1	0	-8	0.2
C/C=C1\NC(=O)[C@@H](NC(=O)[C@H](CCc2ccc(O)cc2)NC(=O)[C@H](C)NC(=O)[C@H](O)CO)[C@@H](C)OC(=O)[C@H](C(C)C)NC(=O)[C@H](Cc2ccc(O)cc2)N(C)C(=O)[C@H](Cc2ccccc2)N2C(=O)C(CC[C@H]2O)NC1=O (stereo not given in full)	-6	-4	1.1
C[C@]12CC[C@H](O)CC1=CCC1C2CC[C@@]2(C)C1C[C@@H]1CC(=O)O[C@@H]12 (stereo not given in full)	-1	6	0.0
O=C(O)C1C2c3ccccc3C(O)C1(C(=O)O)c1ccccc12 (stereo not given)	-5	0	-1.3
Cc1nn(-c2ccccc2)c(C)c1NC(=O)COC(=O)Cc1ccccc1	-2	6	-2.0
C[C@]12CC[C@H](O)C[C@H]1CC[C@@H]1[C@@H]2CC[C@]2(C)C(=O)CC[C@@H]12	-4	-9	-0.9
CC(=O)OC1CC(OC2C(O)CC(OC3C(O)CC(OC4CCC5(C)C(CCC6C5CC(O)C5(C)C(C7=CC(=O)OC7)CCC65O)C4)OC3C)OC2C)OC(C)C1OC1OC(CO)C(O)C(O)C1O (stereo not given)	12	2	0.4
COC(=O)C1=C(c2ccccc2OCc2ccccc2)C[C@@H]2CC[C@H]1N2C(=O)NCc1ccc(N(C)C)cc1	-5	10	-0.5
Cn1cc(C(=O)OCC(=O)Nc2ccccc2Cl)c2ccccc21	5	-3	-0.7
CC(C)(C)c1ccccc1O	-2	13	0.1
COC(=O)C1=C(c2ccc(C(C)=O)cc2)C[C@@H]2CC[C@H]1N2C(=O)NC1CC1	-2	0	1.1
C[C@@H]1C(=O)O[C@H]2[C@H](O)[C@]34[C@@H]5OC(=O)[C@]3(OC3OC(=O)[C@H](O)C34[C@H](C(C)(C)C)[C@@H]5O)[C@@]12O (stereo not given in full)	-1	-11	0.2
COC(=O)C1=C(c2ccc(OC)c(OC)c2)C[C@@H]2CC[C@H]1N2C(=O)NCc1ccco1	-7	10	-1.9
c1ccc(C2c3ccccc3-n3nncc3CN2CC2CCCCC2)cc1 (stereo not given)	1	-4	-0.6
CCN(C(=O)COC(=O)c1cn(C)c2ccccc12)c1ccc(F)cc1	-4	-3	-1.1
CCCCCC1(C(C)C)C(=O)NC(=S)NC1=O	1	16	-1.6

17 compounds from above, ordered by length of the SMILES, lowest first.
SMILES	GalR3 antag	CRFR2-BP antag	CRFBP-R2 agonist
CCCC1(CCO)C(=O)NC(=S)NC1=O	-5	-2	-0.9
CCCCCC1(C(C)C)C(=O)NC(=S)NC1=O	1	16	-1.6
CCC1CN1P(=O)(Oc1ccc(Cl)cc1)N1CC1CC (stereo not given)	-8	7	7.9
COC(=O)c1ccc(NC(=O)NC(=O)Oc2ccccc2)cc1	0	-8	0.2
Cn1cc(C(=O)OCC(=O)Nc2ccccc2Cl)c2ccccc21	5	-3	-0.7
c1ccc(C2c3ccccc3-n3nncc3CN2CC2CCCCC2)cc1 (stereo not given)	1	-4	-0.6
O=C(O)C1C2c3ccccc3C(O)C1(C(=O)O)c1ccccc12 (stereo not given)	-5	0	-1.3
Cc1nn(-c2ccccc2)c(C)c1NC(=O)COC(=O)Cc1ccccc1	-2	6	-2.0
CCc1ccc(OCC(=O)N2CCN(CC(=O)Nc3ccccc3Cl)CC2)cc1	-8	-12	-1.5
C[C@]12CCCCC1=CC(=O)C1C2CC[C@@]2(C)C1C[C@@H](F)[C@@H]2O (stereo not given in full)	-3	-3	-1.7
COC(=O)C1=C(c2ccc(C(C)=O)cc2)C[C@@H]2CC[C@H]1N2C(=O)NC1CC1	-2	0	1.1
CCOC(=O)[C@]12Cc3cc(OC)ccc3[C@H]1N(Cc1ccccc1)C(=O)c1cc(F)c(F)cc12	-9	17	0.0
Cc1ncoc1C(=O)NCC1=C(c2ccc(S(C)(=O)=O)cc2)C[C@@H]2CC[C@H]1N2CCOc1ccccc1	-7	16	3.4
COC(=O)C1=C(c2ccccc2OCc2ccccc2)C[C@@H]2CC[C@H]1N2C(=O)NCc1ccc(N(C)C)cc1	-5	10	-0.5
COC1/C=C/C=C(\C)Cc2cc(O)c(Cl)c(c2)N(C)C(=O)CC(OC(=O)C(C)C)C2(C)OC2C(C)C2CC1(O)NC(=O)O2 (stereo not given)	3	8	-1.1
CC(=O)OC1CC(OC2C(O)CC(OC3C(O)CC(OC4CCC5(C)C(CCC6C5CC(O)C5(C)C(C7=CC(=O)OC7)CCC65O)C4)OC3C)OC2C)OC(C)C1OC1OC(CO)C(O)C(O)C1O (stereo not given)	12	2	0.4
C/C=C1\NC(=O)[C@@H](NC(=O)[C@H](CCc2ccc(O)cc2)NC(=O)[C@H](C)NC(=O)[C@H](O)CO)[C@@H](C)OC(=O)[C@H](C(C)C)NC(=O)[C@H](Cc2ccc(O)cc2)N(C)C(=O)[C@H](Cc2ccccc2)N2C(=O)C(CC[C@H]2O)NC1=O (stereo not given in full)	-6	-4	1.1

Next section.
SMILES	GalR3 antag	CRFR2-BP antag	CRFBP-R2 agonist
CC1CCC2[C@@H](C)C(=O)OC3O[C@]4(C)CCC1C32OO4 (stereo not given in full)	-5	4	-0.8
Cc1cc(C(=O)OC(C)C(=O)Nc2ccccc2)c(C)n1C1CC1 (stereo not given)	-8	-20	-0.7
O=C(Cn1c(NCCCl)nc2ccccc21)c1ccc(Br)cc1	-6	-14	-0.6
COc1ccc(OC(=O)N(C)C[C@@H]2OCc3cnnn3CCCC(=O)N([C@H](C)CO)C[C@@H]2C)cc1	-6	-14	-0.7
CN1[C@H]2CC[C@@H]1C(C(=O)N1CCOCC1)=C(O)C2	-4	1	-1.1
Nc1ccc(Cc2ccc(N)cc2)cc1	-7	12	-0.5
CCC1([N+](=O)[O-])COP(=O)(NCc2cccnc2)OC1 (stereo not given)	-3	12	0.1
CCNC(=O)N1Cc2ccccc2-n2nncc2C1	-6	4	-0.5
COc1ccccc1NP1(=O)OCC(C)([N+](=O)[O-])CO1 (stereo not given)	-7	19	-0.3
c1cc2c(cc1C1OCC3C(c4ccc5c(c4)OCO5)OCC13)OCO2 (stereo not given)	-3	12	2.4
CC1=C2CCC3C(CCC4=CC(=O)CCC43C)C2CC1 (stereo not given)	-2	-2	-2.7
Cc1ncoc1C(=O)NCC1=C(c2cccc3ccccc23)C[C@@H]2CC[C@H]1N2Cc1ccco1	3	2	-0.9
O=C1NC(=O)C(C2CCOC2=O)N1 (stereo not given)	-6	0	-2.5
COC(=O)C1=C(c2ccc(-c3ccccc3)c(F)c2)C[C@@H]2CC[C@H]1N2C(=O)NC1Cc2ccccc2C1	-6	2	0.3
COC(=O)C1=C(c2ccc(F)cc2OCc2ccccc2)C[C@@H]2CC[C@H]1N2C(=O)NCCNC(C)=O	-10	2	-2.8
C[C@]12CCC3C(CC[C@H]4C[C@H](O)CC[C@]34C)C1[C@@H](O)[C@@H](O)[C@@H]2O (stereo not given in full)	6	7	-1.2
CCC1(CC)C(=O)NC(=O)N(CCc2ccccn2)C1=O	1	-16	0.4
NCCc1c[nH]c2ccc(C(N)=O)cc12	-3	2	-0.4
CCc1ccccc1NC(=O)CN1CCN(C(=O)COc2ccccc2C#N)CC1	4	2	-1.4
COC(=O)C1=C(c2ccc(OCc3ccccc3)cc2)C[C@@H]2CC[C@H]1N2C(=O)NCc1ccccc1OC	-6	11	-0.2
COc1ccc2c3c1OC1C(=O)CC[C@@]4(O)[C@@H](C2)N(CC2CC2)CC[C@]314 (stereo not given in full)	0	-1	0.9
COC(=O)C1=C(c2ccc(-c3ccccc3)c(F)c2)C[C@@H]2CC[C@H]1N2C(=O)NCCOc1ccccc1	-8	4	5.2
ClC1=C(Cl)C2(Cl)C3C(Cl)C=CC3C1(Cl)C2(Cl)Cl (stereo not given)	0	-8	-1.6
CCCC1CCCCC12C(=O)NC(=O)NC2=O (stereo not given)	-4	13	0.2
Cc1ncc2n1-c1ccc(Cl)cc1C(c1ccccc1F)=NC2	0	8	0.6

Limited to CRFR2-BP antag, for some of the entries so far:
mol,CRFR2-BP antag
CCc1ccccc1NC(=O)CN1CCN(C(=O)COc2ccccc2C#N)CC1,2
ClC1=C(Cl)C2(Cl)C3C(Cl)C=CC3C1(Cl)C2(Cl)Cl (stereo not given),-8
CN1[C@H]2CC[C@@H]1C(C(=O)N1CCOCC1)=C(O)C2,1

Next part.
SMILES	GalR3 antag	CRFR2-BP antag	CRFBP-R2 agonist
Cc1cc(C(=O)OCC(=O)Nc2ccc(F)cc2F)c(C)n1C1CC1	-5	-5	-1.7
ClCCN1CCSCC1	-5	19	2.3
O=c1[nH]c(Cl)ccc1CN1CCOCC1	-2	0	1.0
C[C@H]1CCC/C=C/[C@@H]2C[C@H](O)C[C@H]2[C@@H](O)/C=C/C(=O)O1	-7	10	4.6
O=C1CC(=O)N(Cc2ccccc2)C(=O)N1Cc1ccccc1	-6	-24	5.9
COC(=O)C1=C(c2ccc(F)cc2F)C[C@@H]2CC[C@H]1N2C	-4	6	0.5
c1ccc(C2(N3CCCCC3)CCCCC2)cc1	-4	4	0.3
COc1cc2c(cc1OC)C1[C@H]3C(=CC[C@H]1OC2O)CCN3C (stereo not given in full)	4	1	2.9
COC(=O)C1=C(c2ccc(OC(F)(F)F)cc2)C[C@@H]2CC[C@H]1N2C(=O)N1CCC(O)CC1	-7	-1	-1.7
COC(=O)C1=C(c2ccc(Cl)c(C(F)(F)F)c2)C[C@@H]2CC[C@H]1N2C(=O)N1CCC(O)(c2ccc(Cl)cc2)CC1	-6	5	2.5
CCC1(CC)C(=O)NC(=O)N(c2ccccc2)C1=O	-2	10	0.9
CCC1CN1P1(=O)OCC(C)([N+](=O)[O-])CO1 (stereo not given)	2	7	1.8
COC(=O)C1=C(C)NC(=S)NC1c1ccc(N(CCCl)CCCl)cc1Cl (stereo not given)	-4	17	2.2
Cc1ccc(-c2cc(-c3ccccc3)cc(-c3ccccc3)[n+]2-c2ccccc2C(=O)O)cc1	-3	2	0.9
COC(=O)C1=C(c2ccc(-c3ccccc3)c(F)c2)C[C@@H]2CC[C@H]1N2C(=O)NCCCOC(C)C	-6	20	-3.5
CCCCOC1OCN(C2CCCCC2)CC1(C)C (stereo not given)	-5	6	-0.7
C[C@]12CCC3C(C[C@@H](O)[C@H]4C[C@@H](O)CC[C@]34C)C1CC[C@@H]2O (stereo not given in full)	-7	-3	-3.1
C[C@]1(O)CCC2C3CC[C@H]4C[C@@H](OC(=O)CNC(=O)CN)CC[C@]4(C)C3CC[C@@]21C (stereo not given in full)	-4	-16	0.5
O=C(Nc1ccc(F)cc1)N1Cc2ccccc2-n2nncc2C1	-5	6	5.6
C1CC2OC2CC1C1CO1 (stereo not given)	-2	14	3.9
CSc1cccc(NP2(=O)OCC(C)([N+](=O)[O-])CO2)c1 (stereo not given)	-1	9	-1.7
COC(=O)C1=C(c2cccc(OCc3ccccc3)c2)C[C@@H]2CC[C@H]1N2C(=O)NCCN1CCOCC1	2	2	-1.1
CC1(O)CCC2C3CCC4=CC(=O)CCC4=C3C=CC21C (stereo not given)	-5	-25	1.1
CC(C)(C)c1cc(C=C(C#N)C#N)cc(C(C)(C)C)c1O	27*	35	53*
